# E-sel TNF inh – blocks E-selectin expression induced by TNF alpha. 0.71% of 120,000 active. AID 1246. inhibition, % at 2 µM. HUVEC TNFa-induced E-selectin immunofluorescence, high content;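 active = inhibition above the batch mean plus 3 SD, and confirmed as a hit on visual image review, cut at about 43% in these data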;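 note: 0% = TNF-stimulated DMSO wells and 100% = unstimulated control wells; not every result past the cut was called active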
# Active calls of the source: *.
E-sel TNF inh | molecule
20 | COc1ccc(CCNc2ccc(N3C(=O)CC(C)C3=O)cc2[N+](=O)[O-])cc1OC (centres undefined)
15 | CCCC(C)NC(=O)CSc1nnc(-c2c[nH]c3ccccc23)o1 (centres undefined)
-31 | Cc1ccc(Nc2c(-c3ccco3)nc3nc(C)cc(C)n23)cc1
20 | O=C(Nc1ccc(Cl)cc1)c1sccc1-n1cccc1
-13 | CN(Cc1ccon1)C(=O)CC1C(=O)NCCN1CC(C)(C)C (centres undefined)
-20 | O=C(CCS(=O)(=O)c1ccccc1)Nc1ccc(N2CCOCC2)cc1
1 | Cc1ccc(C(=O)COC(=O)c2cc(=O)[nH]c3ccccc23)cc1C
-16 | COCC(=O)N1CCN(c2nc3ccccc3o2)CC1
-2 | Cc1ccc(NC(=O)c2ccc(F)cc2)cc1S(=O)(=O)N1CCCCCC1
-21 | CCCNC(=O)NNC(=O)c1ccc(F)cc1
-19 | Cc1ccc(C(=O)C2CCN(CC(=O)N3CCN(c4ccc(F)cc4)CC3)CC2)cc1
12 | CC(C)CCOc1cccc(OCC(=O)O)c1
-27 | CCNC(=S)Nc1cc(OC)c(NC(=O)c2ccco2)cc1OC
-11 | Brc1ccc(-c2csc(N/N=C/c3ccco3)n2)cc1
-38 | CCCCCCn1c(Br)nc2c1c(=O)n(C)c(=O)n2C
8 | COCCNC(=O)C(c1ccc(O)cc1)N(C(=O)CCC(=O)Nc1nccs1)c1ccc(C)cc1 (centres undefined)
-16 | CC(C)Oc1cccc(C(=O)C2CCCN(C(=O)c3ccnn3C)C2)c1 (centres undefined)
-8 | Cc1cc2ncc(-c3ccc(Cl)cc3)cn2n1
-20 | O=C(N(c1ccccn1)c1ccccn1)C12CC3CC(CC(C3)C1)C2
-19 | Cc1cc(C(=O)CC#N)c(C)n1-c1c(C)n(C)n(-c2ccccc2)c1=O
-11 | C#CCOc1nc(C)cc(C)c1S(=O)(=O)c1ccccc1C
-5 | Cc1cc2ncc(-c3cccc(Cl)c3)cn2n1
-45 | O=C(NC1CC1)c1ccc2snnc2c1
-15 | S=c1[nH]nc(CN2CCCC2)n1Cc1ccccc1
12 | CC1c2nc3ccccc3n2C(CC(=O)NCCCN2CCOCC2)C(=O)N1Cc1ccccc1 (centres undefined)
-28 | O=C(NCC1CCCCC1)c1cc(S(=O)(=O)N2CCCCC2)ccc1N1CCOCC1
3 | CNC(=O)Nc1ccc2nc(C)sc2c1
-16 | O=C(CSc1ccc(-c2ccncc2)nn1)N1CCCCC1
-3 | O=C(COC(=O)c1ccc2c(c1)OCO2)Nc1ccccc1
24 | CC1=C(C#N)C(/C=N/OCc2ccc(F)cc2Cl)CC(=O)N1 (centres undefined)
21 | CCOc1ccc2c(c1)/C(=N/N1C(=O)c3ccccc3C1=O)C(=O)N2
76* | COc1ccc(CCN(C)c2ccc(S(=O)(=O)N3CCCC3)cn2)cc1OC
-18 | CNC(=S)N(CCc1c(C)[nH]c2ccc(OC)cc12)Cc1cccnc1
-23 | COc1ccc(CCNC(=O)CSc2nnc3ccc(-c4ccncc4)nn23)cc1
-27 | C=CCn1c(=S)[nH]c2scc(-c3ccc(C)o3)c2c1=O
11 | O=C(Nc1nnc(C2CC2)s1)C1CCCCN1S(=O)(=O)c1ccccc1 (centres undefined)
6 | COCCN=C1NC(=O)C(CC(=O)Nc2cccc(Cl)c2C)S1 (centres undefined)
-13 | Cc1cnc(C)c(N2CCN(Cc3cn(C)nc3-c3cccc(Cl)c3)CC2)n1
-20 | Cc1c(Cl)cccc1NC(=O)CNCc1ccccc1F
-1 | CCCN(CCC)c1ccc(/C=N/NC(=O)CN2CCOCC2)cc1
-2 | O=C(CCC(=O)Nc1ccccc1)N/N=C/c1ccccc1F
-5 | Cc1ccc2c(c1)N/C(=C(\C=C(/Cl)[N+](=O)[O-])[N+](=O)[O-])N2
6 | CCN(C(=O)CSc1nc2nc(C)cc(C)n2n1)C1CCS(=O)(=O)C1 (centres undefined)
2 | O=C(CSc1ccc(-c2ccco2)nn1)NC1CCCCC1
9 | C=CCNc1scc(-c2ccccc2)[n+]1CC=C
-3 | COC(=O)/C=C/c1sc2nc(C)cc(C)c2c1N=CN(C)C
-29 | NNC(=O)c1sccc1OCc1ccc(F)cc1
-6 | CCC1CCC(C(=O)NC(CCSC)C(=O)NCCN(CC(C)C)CC(C)C)CC1 (centres undefined)
9 | O=C(/C=C/c1ccccc1[N+](=O)[O-])N1CCCCC1
3 | COCCN(C)C(=O)CC1C(=O)NCCN1CC(c1ccccc1)c1ccccc1 (centres undefined)
-7 | CC1=C(C(=O)Nc2ccccn2)C(c2ccc(Cl)cc2)NC(=S)N1 (centres undefined)
-35 | COc1cc(S(=O)(=O)NCCN2CCOCC2)ccc1-n1cnnn1
-10 | O=C(NCCc1ccccc1)C1CCC(CNc2nc(=S)[nH]c3ccccc23)CC1 (centres undefined)
-8 | Cc1cccc(C)c1NC(=O)C1c2cccc[n+]2CC(=O)N1Cc1cccs1 (centres undefined)
18 | CC(=O)c1c(C)[nH]c(C(=O)Nc2cccc(S(=O)(=O)N(C)C)c2)c1C
-13 | C=CCn1c(SCC(=O)NCc2ccco2)nc2ccccc2c1=O
-3 | COc1cc(-n2c(=O)c3ccccc3n(CC(=O)OCc3ccccc3)c2=O)cc(OC)c1OC
1 | CN(C)c1nc(N)nc(CSc2nc3c(c(=O)n(C)c(=O)n3C)n2Cc2ccccc2F)n1
9 | Cc1ccc2[nH]c(=O)c(CN(CCCN(C)C)C(=O)Nc3ccc(F)cc3)cc2c1
14 | COC(=O)c1c[nH]n2c(=O)c(C(C)C)c(C)nc12

# Later entries
E-sel TNF inh | molecule
-13 | CN(C)C1=NC(=O)/C(=C\c2ccccc2)S1
-43 | COc1cc(N)c(Br)cc1C(=O)O
-19 | CN(C(=O)CSc1nnc(NCc2ccccc2)s1)C1CCS(=O)(=O)C1 (centres undefined)
8 | COc1ccc(CCCc2n[nH]c(=S)n2C)cc1C
-4 | Cc1nc(C)c(-c2csc(N)n2)s1
10 | CN(C(=O)Nc1cnc2ccccc2c1)c1ccccc1
1 | c1ccc(C2CN3CCSC3=N2)cc1 (centres undefined)
-5 | Cn1c2ccccc2c(=O)c2c(O)cccc21
-9 | CCN(C(=O)CSc1ccc2ccccc2n1)C1CCS(=O)(=O)C1 (centres undefined)
-2 | Cc1ccc(Nc2nc3ccccc3c(=O)[nH]2)cc1C
15 | Cc1ccc(S(=O)(=O)Nc2ccc(NC(=O)c3ccc(F)cc3)cc2)cc1
-11 | COC(=O)CCCNc1ncccc1[N+](=O)[O-]
-62 | CCN(C(=O)CN1CCN(c2cccc(C(F)(F)F)c2)CC1)c1c(N)n(Cc2ccccc2)c(=O)[nH]c1=O
-18 | CC(=O)Nc1ccc(NC(=O)Nc2cccc(C)c2C)cc1
7 | COC(=O)CNC(=O)c1cc(OC)cc(OC)c1
-3 | O=C(COC(=O)c1cccnc1Cl)Nc1ccc2c(c1)OCCO2
-6 | CCCCOc1ccc(CC2CCC(=O)NC2=O)cc1 (centres undefined)
-2 | CCOC(=O)c1cc(-c2ccc(F)cc2)n(CCC(=O)NC2CCN(Cc3ccccc3)CC2)c1C
-25 | OCCC1CN(Cc2cccn2-c2cccnc2)CCN1Cc1ccc(F)cc1 (centres undefined)
-25 | CC(=O)c1cccc(CN2CCN(Cc3ccc(F)cc3)C(CCO)C2)c1 (centres undefined)
-10 | COc1cc(OC)c2c(-c3ccccc3)cc(=O)oc2c1
-1 | CCc1ccc(C2=NNC(=Nc3c(C)n(C)n(-c4ccccc4)c3=O)SC2)cc1
-3 | CC(C)N(C(=O)CO/N=C/c1cccc([N+](=O)[O-])c1)C(C)C
-1 | O=c1c(Cl)c(N2CCNCC2)cnn1C12CC3CC(CC(C3)C1)C2
-8 | CC1CC(C)CN(S(=O)(=O)N2CCC(C(=O)NCCC3=CCCCC3)CC2)C1 (centres undefined)
-8 | CC(=O)N(C1=C(N)C(=O)c2ccccc2C1=O)C(C)C
-14 | CC(=O)NC(c1ccccc1)c1c(O)ccc2ccccc12 (centres undefined)
-18 | O=C(CC1C(=O)N(Cc2ccccc2)C(=S)N1CCN1CCOCC1)Nc1ccc(F)cc1 (centres undefined)
31 | O=C(O)c1ccc(N2CCOCC2)c(N2C(=O)C3C4C=CC(C4)C3C2=O)c1 (centres undefined)
51 | O=C(Nc1ccc(CN2CCCCC2)cc1)Nc1ccc(Br)cc1Cl
-8 | CCOC(=O)C1CCCN(C(=O)c2ccc(Cl)c(S(=O)(=O)N3CCCCC3)c2)C1 (centres undefined)
-29 | Cc1c(CN2CCCC(C)C2)c(O)n(CCO)c(=O)c1C#N (centres undefined)
-10 | C/C(=N\Nc1cccc([N+](=O)[O-])c1)c1cc2ccccc2o1
-35 | COc1cccc(C(=O)N2CCN(C(=O)Cc3ccccc3)CC2)c1
7 | CN(C)/C=C1/Oc2c(ccc3ccccc23)C1=O
25 | C[N+](C)(CC#N)C/C=C\c1ccccc1
6 | Cn1nc(C(=O)Nc2nnc(C3CC3)s2)c2ccccc2c1=O
-6 | N=c1n(CC(=O)c2cccc([N+](=O)[O-])c2)c2ccccc2n1Cc1ccccc1
-34 | CC(C)(C)c1ccc(C(=O)NCC(=O)OCC(=O)Nc2nc(-c3ccc(F)cc3)cs2)cc1
-21 | CNC(=O)COC(=O)/C=C/c1cn(-c2ccccc2)nc1-c1ccc2c(c1)OCCO2
-28 | CCc1cc(C(=O)NNC(=O)CCl)sc1C
-9 | Cc1ccccc1C(=O)NC(CC(C)C)C(=O)Nc1cccc(S(=O)(=O)N(C)C)c1 (centres undefined)
-11 | COc1cc(-c2csc(CCn3nc(C)cc3C)n2)cc(OC)c1OC
8 | O=C(Nc1cccc(S(=O)(=O)NC2=NCCC2)c1)C1CC(=O)N(c2ccc3c(c2)OCCO3)C1 (centres undefined)
8 | CCCCN(CC)CCNC(=O)c1cn(-c2ccc(Cl)cc2)c(=O)c2ccccc12

# Part of the list above, bar-delimited.
structure | E-sel TNF inh
CCOC(=O)C1CCCN(C(=O)c2ccc(Cl)c(S(=O)(=O)N3CCCCC3)c2)C1 (centres undefined) | -8
Cc1c(CN2CCCC(C)C2)c(O)n(CCO)c(=O)c1C#N (centres undefined) | -29

# (list continues)
E-sel TNF inh | molecule
-17 | Fc1ccc(-n2nnnc2-c2ccccc2Cl)cc1
-9 | CC(c1n[nH]c(=S)n1-c1ccc(F)cc1)N1CCCCC1 (centres undefined)
1 | COc1ccc(-n2cc(CNC(C)c3ccncn3)c(-c3cccc(F)c3)n2)cc1 (centres undefined)
26 | O=C(O)Cc1ccc(Oc2ncc(C(F)(F)F)cc2Cl)cc1
-20 | CC1(C)CC(=O)CC2(C1)NCC(c1ccccc1)c1c2[nH]c2ccccc12 (centres undefined)
-14 | COc1cccc(CN2CCNC(=O)C2CC(=O)NCc2cn3cccc(C)c3n2)c1OC (centres undefined)
-6 | CCN(CC)C(=O)CCSc1nnc(-c2ccco2)o1
-16 | COc1ccc(-c2ccnc(-c3ccc(O)cc3)n2)cc1
-12 | COCCCNC(=O)CCCn1c(=O)c2ccccc2n(Cc2cccc([N+](=O)[O-])c2)c1=O
-27 | CCc1cc(/C(Cc2ccccn2)=N\Nc2ccccc2)c(O)cc1O
29 | CC(=O)Nc1ccc(NC(=O)CCNS(=O)(=O)c2cccc3nsnc23)cc1
38 | CCc1ccc(OCc2cnc(Cl)s2)cc1
-24 | COc1ccc(NC(=O)C(CC(=O)O)C(C)c2ccccc2)cc1 (centres undefined)
1 | O=C(CNC(=O)c1cccc(Br)c1)N/N=C/c1cc(Br)cc(Br)c1O
-27 | O=C(N/N=C/c1ccccn1)c1cc([N+](=O)[O-])cc([N+](=O)[O-])c1
-7 | Cc1ccc(-c2csc3ncn(CC#N)c(=O)c23)cc1
-1 | Cc1nc2cc(F)ccc2n1C1CCN(C(=O)c2ccc(F)cc2F)CC1
5 | COc1ccc(C(CNC(=O)c2oc3ccc(Br)cc3c2C)N2CCCCC2)cc1 (centres undefined)
3 | O=C(Nc1ccccc1F)C1CCCN(S(=O)(=O)c2ccccc2)C1 (centres undefined)
-20 | O=C(Nc1ccc2c(c1)OCO2)C1CC(=O)N(c2ccc3c(c2)OCCO3)C1 (centres undefined)
-9 | O=C(CSc1nc2c(sc3ccccc32)c(=O)n1CCCN1CCCC1)NCc1ccccc1
14 | Cc1cnc(CN2CCCC(C(=O)c3ccc4c5c(cccc35)CC4)C2)[nH]1 (centres undefined)
-6 | COc1ccc(C2N(c3ccc(Cl)cc3)N=C(C(C)=O)N(C)N2C(C)=O)cc1 (centres undefined)
21 | Cc1cc(C)c(C(=O)CSc2nnc(C)c(=O)[nH]2)cc1C
11 | CN(C)c1ccc(N=Nc2ccc(S(=O)(=O)O)cc2)c2ccccc12

# Molecules from the list above that have an NH in an aromatic ring (16):
E-sel TNF inh | molecule
15 | CCCC(C)NC(=O)CSc1nnc(-c2c[nH]c3ccccc23)o1 (centres undefined)
1 | Cc1ccc(C(=O)COC(=O)c2cc(=O)[nH]c3ccccc23)cc1C
-15 | S=c1[nH]nc(CN2CCCC2)n1Cc1ccccc1
-18 | CNC(=S)N(CCc1c(C)[nH]c2ccc(OC)cc12)Cc1cccnc1
-27 | C=CCn1c(=S)[nH]c2scc(-c3ccc(C)o3)c2c1=O
-10 | O=C(NCCc1ccccc1)C1CCC(CNc2nc(=S)[nH]c3ccccc23)CC1 (centres undefined)
18 | CC(=O)c1c(C)[nH]c(C(=O)Nc2cccc(S(=O)(=O)N(C)C)c2)c1C
9 | Cc1ccc2[nH]c(=O)c(CN(CCCN(C)C)C(=O)Nc3ccc(F)cc3)cc2c1
14 | COC(=O)c1c[nH]n2c(=O)c(C(C)C)c(C)nc12
8 | COc1ccc(CCCc2n[nH]c(=S)n2C)cc1C
-2 | Cc1ccc(Nc2nc3ccccc3c(=O)[nH]2)cc1C
-62 | CCN(C(=O)CN1CCN(c2cccc(C(F)(F)F)c2)CC1)c1c(N)n(Cc2ccccc2)c(=O)[nH]c1=O
-9 | CC(c1n[nH]c(=S)n1-c1ccc(F)cc1)N1CCCCC1 (centres undefined)
-20 | CC1(C)CC(=O)CC2(C1)NCC(c1ccccc1)c1c2[nH]c2ccccc12 (centres undefined)
14 | Cc1cnc(CN2CCCC(C(=O)c3ccc4c5c(cccc35)CC4)C2)[nH]1 (centres undefined)
21 | Cc1cc(C)c(C(=O)CSc2nnc(C)c(=O)[nH]2)cc1C

# Only part of the results is shown. The share of hits here may be higher or lower than overall.
